# PHOSPHO1 block: blocks human PHOSPHO1 phosphatase activity; recombinant PHOSPHO1, absorbance phosphatase assay; inhibition, % at 13.3 µM; Q8TCT1; actives 1.1% (n = 290,000); in the data active = inhibition above about 60%
# NS3 helicase inh: blocks Hepatitis C virus NS3 helicase unwinding. NS3 helicase DNA unwinding, Cy5 molecular beacon fluorescence. inhibition, % at 10.9 µM. actives 0.56% (n = 290,000);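 active = inhibition above the mean of all tested compounds plus 3 SD, set per campaign, cut at about 35% in these data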;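 note: 0% = DMSO wells and 100% = thioflavine S control wells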
#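 Compound dosing – single dose, 10.9 µM nominal final, DMSO 0.8% final · System – NS3 helicase fragment of HCV · Buffer or medium – MOPS pH 6.5, MgCl2, DTT, Tween20, BSA · Signal – Cy5 beacon fluorescence read at start and 1 h · Also added – annealed dual-labelled DNA beacon duplex, ATP-started · Schedule – 1 h at 25 °C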
# V1aR counter: counter-screen for oxytocin receptor agonists: human V1a receptor agonists; actives 0.25% (n = 320,000); CHO-V1R cells, Fluo-8 calcium fluorescence, agonist mode; 0% DMSO, 100% 3 nM vasopressin; AID 2797; P37288; activation, % at 3 µM;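 active = activation above the mean activation of all tested compounds plus 3 SD, per screening run, cut at about 20% in these data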;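 note: signal is peak over basal fluorescence ratio across a 100 second FLIPR read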
# OXTR agonist: human OXTR agonism | actives 0.32% (n = 320,000) | AID 2435 | CHO-OTR cells, Fluo-8 calcium fluorescence; normalized: DMSO 0%, oxytocin 100% | activation, % at 3 µM | P30559;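 active = activation above the mean of all tested compounds plus 3 SD, cutoff set per screening run, cut at about 20% in these data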;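 note: peak over basal fluorescence ratio from a 100 s FLIPR kinetic read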
# FID counter: counter-screen for HCV NS3 helicase inhibitors: DNA intercalator displacement | DNA fluorescent intercalator displacement, fluorescence | inhibition, % at 7.9 µM | actives 0.17% (n = 290,000); in the data active = inhibition above about 37%;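 note: 0% = vehicle and 100% = reference compound; higher means more ethidium bromide displaced from hairpin DNA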
# GalR3 antag: antagonists of human GalR3; O60755; HEK293 GalR3-CNG cAMP membrane potential fluorescence; galR3 body fused to GalR1 C-terminus; inhibition, % at 3 µM; actives 0.44% (n = 360,000); AID 651719;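 active = inhibition above the screen-wide average plus 3 SD, cut at about 13% in these data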;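 note: forskolin and galanin both at EC90 stimulate the cells; cAMP rise reported by CNG channel membrane potential dye signal; 0% = forskolin plus galanin with DMSO and 100% = forskolin alone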
# Target sequence (O60755 1-299 limits assumed): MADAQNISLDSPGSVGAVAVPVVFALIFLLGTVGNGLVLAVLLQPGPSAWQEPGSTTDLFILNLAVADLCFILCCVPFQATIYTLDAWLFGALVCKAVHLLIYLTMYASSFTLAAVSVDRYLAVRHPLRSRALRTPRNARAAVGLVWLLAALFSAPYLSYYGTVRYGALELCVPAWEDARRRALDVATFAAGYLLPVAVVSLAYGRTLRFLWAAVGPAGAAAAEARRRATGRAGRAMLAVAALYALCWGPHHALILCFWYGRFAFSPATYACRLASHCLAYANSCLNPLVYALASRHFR
# VIM-2 inhibitor: inhibitors of Pseudomonas aeruginosa VIM-2 metallo-beta-lactamase. inhibition, % at 5.6 µM. AID 1527. purified VIM-2, nitrocefin hydrolysis, epi-absorbance fluorescence. actives 0.89% (n = 290,000);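 active = inhibition above the mean of all tested compounds plus 3 SD, cutoff set per screening run, cut at about 7.5% in these data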;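 note: red hydrolysis product quenches plate fluorescence so inhibitors raise well fluorescence; 0% = enzyme with DMSO and 100% = DMSO without enzyme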
# IMP-1 inh: inhibitors of Pseudomonas aeruginosa IMP-1 metallo-beta-lactamase; inhibition, % at 5.6 µM; actives 0.45% (n = 290,000); purified IMP-1, nitrocefin hydrolysis, epi-absorbance fluorescence;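 active = inhibition above the mean plus 3 SD of all compounds in the same screening run, cut at about 4.5% in these data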;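 note: 0% = IMP-1 with DMSO and 100% = DMSO wells lacking enzyme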
#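 System – purified recombinant IMP-1 beta-lactamase · Input – IMP-1 dispensed at 0.2 nM · Timing – 15 min preincubation plus 25 min reaction at 25 °C · Signal – Epi-absorbance fluorescence, 480 nm excitation, 530 nm emission · Measure – percent IMP-1 inhibition derived from blank-referenced optical density · Controls – Enzyme-plus-DMSO low control, enzyme-free DMSO high control · Replication – singlicate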
# GPR7 antagonist: antagonists of human GPR7 (neuropeptides B/W receptor 1) | actives 1.1% (n = 290,000) | GPR7-expressing cells, fluorescence antagonist assay | AID 1861 | P48145 | inhibition, % at 4.4 µM; in the data active = inhibition above about 16%, passing the limit was not always enough;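 note: cells stimulated with the agonist NPW; 0% = agonist with vehicle and 100% = vehicle without agonist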
# Target sequence (P48145 whole entry, looked up): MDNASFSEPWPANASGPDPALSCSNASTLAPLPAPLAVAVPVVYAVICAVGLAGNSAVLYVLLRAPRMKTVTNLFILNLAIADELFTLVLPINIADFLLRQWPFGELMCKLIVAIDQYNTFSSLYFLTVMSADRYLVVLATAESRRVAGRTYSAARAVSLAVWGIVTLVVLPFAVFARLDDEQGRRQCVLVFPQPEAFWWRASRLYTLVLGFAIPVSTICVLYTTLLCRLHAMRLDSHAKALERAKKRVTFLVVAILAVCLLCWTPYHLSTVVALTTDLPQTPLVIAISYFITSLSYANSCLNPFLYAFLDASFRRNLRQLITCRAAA
# Starred values were filed as active, the others as inactive; . = no result given.
SMILES,PHOSPHO1 block,NS3 helicase inh,V1aR counter,OXTR agonist,FID counter,GalR3 antag,VIM-2 inhibitor,IMP-1 inh,GPR7 antagonist
NC(=O)CSc1nnc(-c2ccc(S(=O)(=O)N3CCCC3)cc2)o1,0,0,1.7,1.6,2,-6,-0.9,-3.1,-11
CCOC(=O)c1c(-c2ccc(C)o2)csc1NC(=S)NC(=O)c1cccs1,16,11,0.3,0.0,-12,-5,-2.4,-0.1,11
O=C(Nc1ccon1)c1ccc(F)c(S(=O)(=O)N2CCCCC2)c1,28,3,1.9,-0.1,-5,-4,-1.2,0.6,-10
COc1ccc(NS(=O)(=O)c2ccc(C)c(NC(=O)c3ccc(C)c(S(=O)(=O)N4CCOCC4)c3)c2)cc1,-5,4,0.7,-0.1,-24,3,-3.5,-3.7,-2
O=C1CCCCN1CC(=O)N1CCCC(N2CCN(c3ccccc3F)CC2)C1 (stereo not given),29,11,-0.1,0.8,-17,-5,-1.6,-3.7,-15
Cc1nn(-c2ccccc2)c(N2CCCC2)c1/C=C1\N=C(c2ccc(OC(C)C)cc2)OC1=O,4,0,2.0,1.1,-43,1,-1.3,0.5,2
O=C(Nc1ncccn1)c1cccc(F)c1,25,8,0.5,-0.6,-1,-4,-3.0,-2.7,-11
Cc1ccc(S(=O)(=O)CCc2nnc(N)s2)cc1C,-12,4,0.4,1.4,-2,1,-3.6,-3.2,-10
CS(=O)(=O)N1CCC(C(=O)Nc2ccccc2Cl)CC1,29,2,.,.,0,-2,-1.3,-2.4,-21
COc1ccc(OC)c(NC(=O)Cn2c(=O)oc3ccccc32)c1,13,9,-0.1,-0.5,6,-1,-0.6,-1.7,-3
COc1ccc2cc(C(c3nnnn3C3CCCC3)N3CCc4ccccc4C3)c(=O)[nH]c2c1 (stereo not given),98*,-5,-0.5,0.4,4,-4,-0.4,-3.2,-6
Cc1cc(N2CCN(C)CC2)nc2ccc(NC(=S)N3CCOCC3)cc12,-22,-15,0.2,-0.2,10,4,-2.1,-0.9,-4
COC(=O)c1ccc(C2C(C(=O)Nc3ccc(C)cc3C)=C(C)Nc3ncnn32)cc1 (stereo not given),0,.,-0.8,-1.2,.,-1,.,.,.
Cc1ccc(NC(=O)c2cc(-c3ccco3)nc3ccccc23)cc1S(=O)(=O)N1CCOCC1,4,6,-0.4,0.0,-32,-3,-1.4,-3.1,-10
S=C(NCc1ccco1)Nc1cccc(Cl)c1Cl,-12,3,1.6,-0.9,-7,-7,-3.6,-3.0,-6
C/C(=C\C(=O)O)CC(=O)O,13,-5,0.6,0.5,5,2,0.2,-3.1,-3
COc1ccc(-c2ccc(C#N)c(SCC(=O)Nc3sc4c(c3C#N)CCC4)n2)cc1OC,9,13,1.0,-0.4,-4,-1,-1.5,-3.2,-13
COc1c(Br)cc(Br)cc1C(=O)O,34,-3,0.3,-0.4,3,-6,-1.6,-2.1,-4
CC1=C/C(=N\NC(=S)NCc2ccccc2)CC1,10,-2,1.2,1.5,-5,-7,-2.6,-2.6,-4
O=C(CSc1nc2c(c(=O)n1-c1ccc(Cl)cc1)SCC2)N1CCCC1,3,1,-0.9,-2.8,-15,-3,-2.1,-3.4,1
Cn1c(CN2CCN(C(=O)c3ccccc3Cl)CC2)nc2cc([N+](=O)[O-])ccc21,2,13,0.8,-0.4,-20,-4,-1.7,-4.5,-1
Cc1ccc(NC(=O)CCN2CCC(Cc3ccccc3)CC2)cc1,14,-42,5.0,7.6,12,-14,-0.6,-0.8,0
COc1ccc(CCNC(=O)c2cc(-c3ccccc3OC)on2)cc1OC,-7,-5,-1.2,-1.9,-31,-1,-1.3,-2.6,-6
CN(c1ccccc1C(=O)NC1CC2CCC1C2)S(=O)(=O)c1ccccc1 (stereo not given),14,-5,0.8,-0.9,-32,-6,-3.9,-4.6,5
COc1cccc(OC)c1C(=O)Nc1cccc(-c2nc3ccccc3[nH]2)c1,49,-16,0.4,1.6,-10,3,-1.3,-1.8,-8
COCCNC(=O)C(c1ccc(F)cc1)N(CCOC)C(=O)CCC(=O)Nc1nccs1 (stereo not given),1,4,1.0,-0.3,-15,-2,-0.6,-1.2,-12
O=C(CSc1nc2ccc(Cl)cc2[nH]1)NC1CCCC1,23,1,0.4,-0.6,-10,1,-2.8,-4.4,-13
CCc1ccc(N(C(=O)c2snc(C(N)=O)c2N)C(C(=O)NCCC(C)C)c2c[nH]c3ccccc23)cc1 (stereo not given),36,2,0.1,0.8,-5,-5,-5.7,-2.4,-10

# Eleven consecutive entries out of the list so far, for reference:
SMILES,PHOSPHO1 block,NS3 helicase inh,V1aR counter,OXTR agonist,FID counter,GalR3 antag,VIM-2 inhibitor,IMP-1 inh,GPR7 antagonist
NC(=O)CSc1nnc(-c2ccc(S(=O)(=O)N3CCCC3)cc2)o1,0,0,1.7,1.6,2,-6,-0.9,-3.1,-11
CCOC(=O)c1c(-c2ccc(C)o2)csc1NC(=S)NC(=O)c1cccs1,16,11,0.3,0.0,-12,-5,-2.4,-0.1,11
O=C(Nc1ccon1)c1ccc(F)c(S(=O)(=O)N2CCCCC2)c1,28,3,1.9,-0.1,-5,-4,-1.2,0.6,-10
COc1ccc(NS(=O)(=O)c2ccc(C)c(NC(=O)c3ccc(C)c(S(=O)(=O)N4CCOCC4)c3)c2)cc1,-5,4,0.7,-0.1,-24,3,-3.5,-3.7,-2
O=C1CCCCN1CC(=O)N1CCCC(N2CCN(c3ccccc3F)CC2)C1 (stereo not given),29,11,-0.1,0.8,-17,-5,-1.6,-3.7,-15
Cc1nn(-c2ccccc2)c(N2CCCC2)c1/C=C1\N=C(c2ccc(OC(C)C)cc2)OC1=O,4,0,2.0,1.1,-43,1,-1.3,0.5,2
O=C(Nc1ncccn1)c1cccc(F)c1,25,8,0.5,-0.6,-1,-4,-3.0,-2.7,-11
Cc1ccc(S(=O)(=O)CCc2nnc(N)s2)cc1C,-12,4,0.4,1.4,-2,1,-3.6,-3.2,-10
CS(=O)(=O)N1CCC(C(=O)Nc2ccccc2Cl)CC1,29,2,.,.,0,-2,-1.3,-2.4,-21
COc1ccc(OC)c(NC(=O)Cn2c(=O)oc3ccccc32)c1,13,9,-0.1,-0.5,6,-1,-0.6,-1.7,-3
COc1ccc2cc(C(c3nnnn3C3CCCC3)N3CCc4ccccc4C3)c(=O)[nH]c2c1 (stereo not given),98*,-5,-0.5,0.4,4,-4,-0.4,-3.2,-6

# Given field by field: 2 of the compounds above.
SMILES: CS(=O)(=O)N1CCC(C(=O)Nc2ccccc2Cl)CC1
  PHOSPHO1 block = 29; NS3 helicase inh = 2; V1aR counter = .; OXTR agonist = .; FID counter = 0; GalR3 antag = -2; VIM-2 inhibitor = -1.3; IMP-1 inh = -2.4; GPR7 antagonist = -21
SMILES: Cc1cc(N2CCN(C)CC2)nc2ccc(NC(=S)N3CCOCC3)cc12
  PHOSPHO1 block = -22; NS3 helicase inh = -15; V1aR counter = 0.2; OXTR agonist = -0.2; FID counter = 10; GalR3 antag = 4; VIM-2 inhibitor = -2.1; IMP-1 inh = -0.9; GPR7 antagonist = -4
